# Screening data (PubChem)
# Dynein cargo inh = blocks dynein driven cargo transport along microtubules | 3617.4 mouse cells, GR-EGFP nuclear translocation imaging; test concentration mostly 20 µM; stimulated with dexamethasone, 1 µM; stronger effect = lower value | z-score, hits read low | 220,000 tested, 0.47% active | AID 1381;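 active = plate z-score of nuclear minus cytoplasmic receptor signal below a set negative limit, without overly bright fluorescence or cell loss, cut at about -3.5 in these data, passing the limit was not always enough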;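 also: z-score of nuclear minus cytoplasmic ring GR-EGFP intensity difference per well; some compounds called inactive have numbers as strong as hits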
#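 Buffer or medium: Induction medium lacking tetracycline, stripped serum | Also added: Dexamethasone agonist, 1.0 µM final, for 30 min | Timing: 48 h induction, 1 h compound, 30 min dex at 37 °C | Detection: Formaldehyde fixation, Hoechst nuclear stain, 10x automated fluorescence imaging | Measure: Nuclear versus cytoplasmic GR-EGFP signal, averaged per well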
# NOD1 inhibition = NOD1 signaling inhibitors, primary screen, cell-based, luminescence, uHTS (AID 1578); NOD1-driven NF-kB luciferase reporter cells, luminescence; higher % means a stronger effect; one-dose inhibition, % at 4 µM; EC50 in µM for titrated hits; 290,000 tested, 1% active; in the data active = inhibition mostly above about 36%, no sharp cut-off; inactive = mostly below about 34%;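 also: HEK-293T reporter cells stimulated with the NOD1 agonist gamma-tri-DAP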
# Autophagy HCS = autophagy modulation, high-content screen. MEF GFP-LC3 puncta imaging; test concentration mostly 10 µM. calls only at 10 µM (by protocol). 190,000 tested, 0.98% active. AID 463193;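 active = percentage of spot-positive cells more than 3 SD above its plate mean, without a fluorescence outlier flag or 80% toxicity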;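 also: spot-positive cell cutoff set from DMSO-treated cells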
# HEK293 NOD2/NF-kB = inhibition of NOD2-driven NF-kB reporter – cell-based, luminescence, uHTS, HEK293 (AID 1566); HEK293 NOD2/NF-kB luciferase reporter, luminescence; higher % means a stronger effect; one-dose inhibition, % at 4 µM; EC50 in µM for titrated hits; 290,000 tested, 0.63% active; in the data active = inhibition above about 50%; also: many of its hits are not listed in these tables
# bCat nuc transl = alters nuclear translocation of beta-catenin in HeLa cells. 190,000 tested, 0.3% active. AID 1665. nuclear translocation activity, % at 5 µM. immunofluorescence imaging;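 active = nuclear translocation activity above 50% at 5 µM, with a well cell count of 50 or more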;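 also: per-cell ratio of nuclear to cytoplasmic median beta-catenin stain intensity; plate controls were DMSO negative control for no effect and GSK-3 inhibitor IX positive control for full effect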
#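 Read-out: Nuclear/cytoplasmic beta-catenin signal ratio, % activation | Assay system: Human HeLa cell line | Times: 24 h compound exposure at 37°C, 5% CO2 | Signal: Fluorescence imaging of beta-catenin antibody stain plus DAPI | Dosing: 5 µM primary, 0.02–20 µM confirmation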
# P. falciparum M17LAP = P. falciparum M17LAP inhibitors, primary screen, biochemical, fluorogenic H-Leu-NHMec substrate, 1536-well (AID 1619); recombinant M17LAP, H-Leu-NHMec fluorogenic kinetic assay; higher % means a stronger effect; inhibition, % at 30 µM, or IC50 in µM where a hit was titrated; 220,000 tested, 0.38% active;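 active = compound inhibiting the enzyme by more than half at any dose during confirmatory dose-response retesting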;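 also: plate controls were full reaction with DMSO carrier for no effect and no enzyme background for full effect; strong numbers were not always called active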
# Yfh1-off respiration = mitochondrial function rescue without frataxin homolog – Friedreich's ataxia, plus single-dose screen, dose response (AID 1465) | S. cerevisiae Yfh1-off respiration, WST-1 reduction, 72 h; higher fold induction means a stronger effect | fold induction at 50 µM; hits with a dose series show EC50 in µM | 220,000 tested, 0.074% active;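 active = fold induction of absorbance versus untreated yeast above a set limit, then at least 30% activation at any dose in follow-up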;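 also: activators that raise dye reduction in frataxin-depleted yeast; strong numbers were not always called active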
# MT stabilizer = microtubule stabilizers in HeLa cells; % tubulin-high responders, % at 10 µM; AID 2205; 200,000 tested, 0.83% active; HeLa tubulin immunostaining HCS, 24 h; share of cells brighter than vehicle mean+2SD;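 active = plate Z-score above 3 for both tubulin-high and condensed-nucleus cell shares, with cell loss under 80%, at 10 µM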;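 also: anti alpha tubulin signal scored within the nucleus-defined area of each cell; some results filed as inactive read as strong as hits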
# Insulin prom up = MIN6 insulin promoter up-regulation; MIN6 insulin promoter-GFP reporter, high-content imaging; stronger effect = higher value; z-score at 5 µM; 190,000 tested, 0.3% active; AID 1625;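 active = z-score above 3 at 5 µM with at least 500 cells counted in the well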
# Dynein cargo inh cytoplasmic EGFP = further read-out of Dynein cargo inh, marked with its call; z-score; measured here: cytoplasmic GR-EGFP intensity; stronger effect = higher value
# Dynein cargo inh nuclear GR-EGFP = further read-out of Dynein cargo inh, marked with its call; z-score; measured here: nuclear GR-EGFP intensity;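 lower value marks the stronger effect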
# Dynein cargo inh cell count = recorded beside Dynein cargo inh, whose call it bears; z-score; measured here: cell count per field
# Insulin prom up cell count = further read-out of Insulin prom up, marked with its call; cell count; measured here: cytotoxicity, nuclei count;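 total cells summed across four imaged fields per well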
# bCat nuc transl cell count 5 µM = further read-out of bCat nuc transl, marked with its call; cell count; measured here: cell count, cytotoxicity flag
# MT stabilizer Hoechst-high % = also measured in MT stabilizer; calls as there; % Hoechst-high responders; measured here: nuclear condensation Hoechst responders;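 share of cells brighter than vehicle mean plus two SD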
# MT stabilizer cytotoxicity % = further read-out of MT stabilizer, marked with its call; toxicity, %; measured here: cytotoxicity by cell density;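 0% = mean cell density of plate MIN control wells and 100% = no cells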
# Autophagy HCS cell loss 18 h = second read-out of Autophagy HCS, no call of its own (marks repeat the call); toxicity, %; measured here: cell loss, nuclei count;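 cell loss after 18 h compound exposure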
# * = called active by the depositor; i = inactive; . = not tested or not shown. Only part of the results is shown; count on the stated rates, not on these rows.
SMILES,Dynein cargo inh,Dynein cargo inh cytoplasmic EGFP,Dynein cargo inh nuclear GR-EGFP,Dynein cargo inh cell count,NOD1 inhibition,Autophagy HCS,Autophagy HCS cell loss 18 h,HEK293 NOD2/NF-kB,bCat nuc transl,bCat nuc transl cell count 5 µM,P. falciparum M17LAP,Yfh1-off respiration,MT stabilizer,MT stabilizer Hoechst-high %,MT stabilizer cytotoxicity %,Insulin prom up,Insulin prom up cell count
Cc1nc(-c2ccc(Cl)cc2)sc1C(=O)CBr,-0.35,-0.19,-0.25,-0.14,-48%,i,-3,-10%,1.3,1039,12%,i,2.7,2.5,5.8,-0.77,1210
COc1ccc(NC(=O)Cn2cnc3sc(C)c(S(=O)(=O)N4CCN(C)CC4)c3c2=O)cc1OC,0.3,-0.28,-0.029,-0.29,-7%,i,-5,10%,-1.2,1100,3%,i,2.7,1.2,5.6,-0.98,1305
COC(=O)C1=C(C)N(CCCC(=O)O)C(=O)NC1c1cc2c(cc1[N+](=O)[O-])OCO2 (stereo not given),0.47,-0.25,0.54,0.98,-8%,i,3,12%,0.5,463,24%,i,2.2,1.6,8.4,0.22,883
CN(C)C(=O)C12CCC(C)(C(=O)C1Br)C2(C)C (stereo not given),-0.091,-0.11,0.45,-0.068,2%,.,.,8%,-1.7,1334,4%,i,.,.,.,0.47,1138
CC1CCCCN1C(=O)CSc1nc2ccccc2n1CC(=O)N1CCc2ccccc21 (stereo not given),-0.67,-0.21,-0.022,0.48,-14%,i,21,13%,-4.5,951,5%,i,3.6,2.4,12,-0.21,993
Cc1ccc(-c2nn(-c3ccccc3)cc2/C=N/NS(=O)(=O)c2ccccc2)cc1,-0.65,-0.21,-0.5,0.9,1%,i,-23,-32%,2.4,1352,0%,i,2.7,1.1,5.4,-0.51,1623
CC(=O)N1CCN(c2nnnn2-c2ccccc2)CC1,-0.76,0.1,-0.1,0.41,6%,i,17,-3%,-2.9,1179,0%,i,1.0,1.4,11,-0.83,933
CC1CC(C)CN(C(=S)SCc2nc(N)nc(Nc3ccccc3)n2)C1 (stereo not given),-0.15,-0.26,0.067,-0.17,-10%,.,.,-1%,-1.0,1288,-9%,i,.,.,.,-0.46,1157
COc1cccc(C(C(=O)NC2CCCC2)N(Cc2ccccc2OC)C(=O)c2ccco2)c1 (stereo not given),-0.61,-0.23,0.017,0.044,-10%,i,-15,5%,2.7,960,10%,i,4.6,2.4,3.7,.,.
COc1ccc(-c2noc(CN(C)S(=O)(=O)c3ccc(C)cc3)n2)cc1,-0.28,-0.26,-0.33,0.35,-3%,i,-5,8%,0.0,1091,-3%,i,3.1,1.9,4.4,-0.34,1336
COc1ccc2cc(C(c3nnnn3CC3CCCO3)N3CCOCC3)c(=O)[nH]c2c1 (stereo not given),-0.4,-0.096,0.091,-0.32,2%,i,11,12%,-7.1,1041,27%,i,7.1,1.0,6.9,0.11,1331
CCCCc1ccc(N=N/C(C(=O)Nc2ccccc2OC)=C(/C)O)cc1,-0.62,-0.28,-0.44,0.21,-11%,i,8,10%,-1.0,940,6%,i,5.4,1.7,1.8,0.42,1237
O=C1NCCCC2c3c(cc(Br)c(O)c3Br)OC12N1CCCCC1 (stereo not given),-0.079,-0.18,0.12,-0.17,23%,i,-10,12%,-4.1,965,3%,i,2.1,1.1,9.6,0.39,865
O=C(NC1=NCCS1)c1cc(-c2cccnc2)nc2ccccc12,0.27,-0.25,0.65,0.03,-34%,i,6,-7%,-0.7,1084,1%,i,2.4,2.6,6.0,-0.96,1240
Cc1ccccc1-c1nc(CS(=O)(=O)CC(=O)NCCCN2C(C)CCCC2C)c(C)o1 (stereo not given),-0.43,-0.2,0.11,0.63,-24%,i,18,8%,-1.4,1114,5%,i,3.4,3.4,8.9,-0.66,1998
Cn1c(=O)[nH]c(=O)c2c1nc(N1CCCC1)n2CCSc1nc2ccccc2[nH]1,1.4,0.02,1.3,-1.4,-38%,i,-5,0%,-3.4,1217,-5%,i,2.1,1.4,5.7,-0.43,978
COc1ccc(NC(C)=O)cc1NC(C)c1nc2sc(C)c(C)c2c(=O)[nH]1 (stereo not given),0.16,-0.29,0.39,1.2,-26%,i,8,-7%,-0.1,944,-4%,i,2.8,2.7,4.4,0.12,1204
Nc1nonc1-c1noc(-c2ccccc2Br)n1,0.11,0.19,0.53,-0.15,-40%,i,31,-38%,0.6,830,-4%,i,3.9,2.8,5.0,0.78,1765
Cc1ccc(C(=O)CCC(=O)Nc2cccc(C(F)(F)F)c2)cc1C,0.26,-0.17,0.34,-0.024,.,i,4,.,.,.,.,i,0.7,1.5,10,.,.
O=C1NCCN1CCNS(=O)(=O)c1ccc(F)c(Cl)c1,-0.15,-0.18,-0.29,0.16,1%,.,.,20%,-0.5,1183,1%,i,.,.,.,-0.66,1389
CCC1SC(CC)C(=O)N(CC(=O)NCc2ccc(F)cc2)C1=O (stereo not given),-0.37,-0.3,-0.092,0.69,-14%,i,6,13%,1.1,1084,7%,i,2.7,1.6,6.2,.,.
Cc1ccccc1OCC(=O)N/N=C/c1ccccn1,0.61,-0.39,0.29,-0.15,-38%,i,-2,8%,-1.2,1081,3%,i,3.1,3.0,5.9,-0.32,1284
CC1(C)SC(=S)N(NC(=O)Nc2cccc3ccccc23)C1N(O)C(=O)Nc1ccccc1 (stereo not given),0.41,-0.14,0.44,-0.2,-29%,i,3,-3%,5.5,487,6%,i,3.4,3.5,3.2,-0.29,1263
O/N=C/c1ccnc(SCc2ccc(Cl)cc2)n1,0.066,-0.27,0.0094,0.34,-13%,.,.,-7%,0.8,1042,-3%,i,.,.,.,0.27,1477
CCc1cc2c(CN3CCN(C)CC3)cc(=O)oc2cc1O,0.045,0.16,0.44,-0.058,-8%,i,29,14%,-5.0,1203,-410%,i,4.4,2.5,16,-0.57,991

# Remaining list, next part.
SMILES,Dynein cargo inh,Dynein cargo inh cytoplasmic EGFP,Dynein cargo inh nuclear GR-EGFP,Dynein cargo inh cell count,NOD1 inhibition,Autophagy HCS,Autophagy HCS cell loss 18 h,HEK293 NOD2/NF-kB,bCat nuc transl,bCat nuc transl cell count 5 µM,P. falciparum M17LAP,Yfh1-off respiration,MT stabilizer,MT stabilizer Hoechst-high %,MT stabilizer cytotoxicity %,Insulin prom up,Insulin prom up cell count
CN1CCN(c2ccc([N+](=O)[O-])cc2/C=N/NC(=O)c2ccc(F)cc2)CC1,0.38,-0.11,0.65,0.83,-14%,i,-12,-3%,-6.0,1247,11%,.,1.3,0.9,6.2,-0.27,982
CCOc1ccc(NC(=S)NC(=O)c2c(Cl)cnn2CC)c([N+](=O)[O-])c1,-0.97,-0.32,-0.88,1.2,8%,i,-1,4%,-3.2,572,10%,i,2.5,3.4,9.8,0.47,1254
CC(C)Cc1csc(NC(=O)c2ccc(F)cc2)c1C(=O)O,-0.26,-0.27,-0.4,0.53,-33%,i,-4,-4%,-2.2,914,37%,i,1.6,1.9,6.9,.,.
O=C(COc1cccc2cccnc12)Nc1ccccc1N1CCOCC1,-0.46,-0.31,-0.32,0.89,-24%,i,10,7%,6.4,443,3%,i,1.0,1.2,6.4,.,.
O=C(NC(NNc1ccc([N+](=O)[O-])cc1)(C(F)(F)F)C(F)(F)F)c1ccccc1Cl,0.22,-0.2,0.74,0.24,20%,i,0,-38%,-0.4,1309,-2%,i,2.0,1.0,5.0,0.21,1409
COc1ccccc1NC(=O)N1CCN(S(C)(=O)=O)CC1,0.36,-0.19,0.46,-0.46,-28%,i,0,-5%,0.5,1562,-2%,i,1.2,4.0,8.9,-0.18,1476
Cc1noc(C)c1C(c1ccccc1)c1ccccc1,0.97,-0.1,1,-0.56,10%,i,-8,-1%,-6.4,1280,-15%,i,2.1,1.9,5.7,-0.3,835
O=[N+]([O-])c1ccc(N2CCOCC2)c(S(=O)(=O)N2CCOCC2)c1,1.1,-0.15,0.44,-0.22,-17%,i,11,4%,0.2,1096,-3%,i,3.2,2.0,1.2,.,.
CC(=O)c1ccc(N=c2scc(C)n2C(C)C)cc1,-0.71,-0.28,-0.25,0.9,-22%,i,18,15%,-1.0,1112,3%,i,1.4,1.0,4.7,-0.2,1402
O=c1[nH]c2cccnc2n(CCNc2ncc(C(F)(F)F)cc2Cl)c1=O,0.032,-0.21,-0.071,0.7,-29%,i,14,6%,-0.1,1142,36%,i,4.5,2.7,6.0,-0.69,1289
CCOC(=O)C(CC)Sc1ncnc2nc[nH]c12 (stereo not given),-1,-0.28,-0.18,1,-2%,i,-1,5%,-3.3,1199,6%,i,1.9,3.3,22,0.17,1143
O=C1c2ccccc2C(=O)N1c1cccnc1,-0.14,-0.27,0.15,0.38,-11%,i,-7,8%,-5.4,1217,-2%,i,1.6,1.9,7.2,-0.41,1268
O=C(N(c1ccccc1)c1ccccc1)N(c1ccccc1)c1ccccc1,-0.62,-0.29,-0.35,1.2,4%,.,.,13%,-3.0,1137,-6%,i,.,.,.,0,1478

# Three entries already listed, ordered by the value under HEK293 NOD2/NF-kB, largest number first.
Compound | HEK293 NOD2/NF-kB
CC(=O)c1ccc(N=c2scc(C)n2C(C)C)cc1 | 15%
O=C(N(c1ccccc1)c1ccccc1)N(c1ccccc1)c1ccccc1 | 13%
O=c1[nH]c2cccnc2n(CCNc2ncc(C(F)(F)F)cc2Cl)c1=O | 6%
